Growth percent in the NCI-60 one-dose screen (48 h, 10 µM unless noted): 100 = growth as untreated, 0 = no growth, -100 = all killed.
HOP-92 = HOP-92 NSCLC cells; actives 6.3% (n = 71,000)
HOP-62 = HOP-62 NSCLC; actives 3.9% (n = 80,000); AID 1794735
A549/ATCC = A549/ATCC NSCLC; actives 3.7% (n = 81,000)
M14 = M14 melanoma; actives 6.2% (n = 80,000)
EKVX = EKVX NSCLC; AID 1794765; actives 3% (n = 71,000)
UACC-62 = UACC-62 melanoma | actives 5.4% (n = 81,000) | AID 1794756
UACC-257 = UACC-257 melanoma. actives 4.4% (n = 78,000). AID 1794764
MALME-3M = MALME-3M melanoma | actives 5.8% (n = 78,000)
Active calls of the source: *; x = not tested or not shown; & = joins results of further samples. How the source made its calls: active means growth percent below 10; inactive means the rest. This is a subset (hit frequency here may not be typical).

SMILES | HOP-92 | HOP-62 | A549/ATCC | M14 | EKVX | UACC-62 | UACC-257 | MALME-3M
CC(C)CC(C)OP(=S)(S)OC(C)CC(C)C (stereo not given) | 95 | 94 | 89 | 112 | x | 104 | 92 | x
COc1ccc(-c2nc(C#N)c(N3CCC(S(=O)(=O)F)CC3)o2)cc1 | 99 | 94 | 96 | 103 | 99 | 89 | 105 | 96
COC(=O)C(c1ccccc1)N1CCCCCC1 (stereo not given) | 85 | 105 | 99 | 103 | 95 | 92 | 102 | 87
CCC1(c2ccc(C)cc2)C(=O)NC(=S)NC1=O | 92&81 | 110&103 | 103&95 | 117&104 | 106 | 105&99 | 105 | 108&111
CCOP(=S)(N1CC1C)N1CC1C (stereo not given) | 82 | 100 | 94 | 107 | x | 94 | 84 | 96
c1ccc(P(OCCCCOP(c2ccccc2)c2ccccc2)c2ccccc2)cc1 | 69 | 98 | 90 | 119 | 93 | 92 | 90 | 102
Clc1ccc([Se][Se]c2ccc(Cl)cc2)cc1 | 93 | 100 | 86 | 65 | 77 | 72 | 66 | 61
COc1ccc(CN2CCN(Cc3ccccc3)CC2)c(O)c1 | 88 | 93 | 97 | 89 | x | 96 | 105 | 98
CC12CC(=O)C3C(CCC4CC=CCC43C)C1CCC2=O (stereo not given) | x | 109 | 80 | 109 | 96 | 88 | 90 | 102
c1cncc(C2Nc3cccc4cccc(c34)N2)c1 | x | 78 | 97 | 105 | 96 | 91 | 118 | 138
CCCN(CCC)N=O | 108 | 115 | 102 | 97 | 102 | 105 | 107 | 118
CC1(C)N=C(N)N=C(N)N1c1cccc(CCCCc2cccc(S(=O)(=O)F)c2)c1 | 69 | 50 | 25 | 55 | 73 | 24 | 44 | 68
O=C(O)c1cc(Cl)nc(Cl)c1 | 97 | 105 | 98 | 106 | 104 | 99 | 99 | 97
NNc1ccccc1 | x | 85 | 84 | 47 | 90 | 40 | 107 | 118
CCCCCCCCCCCC(=O)OOC(=O)CCCCCCCCCCC | 77 | x | x | 97 | x | 91 | x | 100

The list goes on, overlapping the part above by three compounds.
SMILES | HOP-92 | HOP-62 | A549/ATCC | M14 | EKVX | UACC-62 | UACC-257 | MALME-3M
O=C(O)c1cc(Cl)nc(Cl)c1 | 97 | 105 | 98 | 106 | 104 | 99 | 99 | 97
NNc1ccccc1 | x | 85 | 84 | 47 | 90 | 40 | 107 | 118
CCCCCCCCCCCC(=O)OOC(=O)CCCCCCCCCCC | 77 | x | x | 97 | x | 91 | x | 100
C[C@]12CCCC[C@@H]1CC[C@@H]1[C@@H]2[C@@H](O)C[C@@]2(C)[C@H]1CC[C@]2(C)O | 32 | 92 | 88 | 93 | 84 | 69 | 85 | 97
N/C(=N/N=C/c1ccncc1)N[N+](=O)[O-] | 115 | 89 | 98 | 104 | x | 97 | 102 | 96
c1ccc2c(c1)sc1ccccc12 | 75 | 98 | x | 94 | 94 | 100 | 109 | 84
Cc1nc(N)n[nH]1 | 120 | 105 | 107 | 115 | 107 | 98 | 108 | 116
c1ccc2nc(OCCN3CC3)ccc2c1 | x | 77 | 74 | 87 | 81 | 79 | 59 | 113
C[C@]12CC[C@H]3[C@@H](C[C@@H]4SC(N)=N[C@@]45C/C(=N/O)CC[C@]35C)[C@@H]1CCC2=O | 119 | 97 | 109 | 78 | 97 | 79 | 109 | 87
C=CCc1cc2c(cc1OC(C)C)OCO2 | 84 | 84 | 93 | 92 | 92 | 98 | 112 | 114
Fc1ccc(N2COOC3(OOC2)C2CC4CC(C2)CC3C4)cc1 | 29 | 84 | 90 | 90 | 79 | 77 | 90 | 106
CCOC(=O)CC(C(=O)OCC)P(=O)(OCC)OCC (stereo not given) | 84 | 100 | 103 | 111 | x | 98 | 96 | 111
CCCC(=O)OC(C(Cl)(Cl)Cl)P(=O)(OC)OC (stereo not given) | 108 | 115 | 99 | 100 | 107 | 109 | 113 | 127
CCn1c2ccccc2c2cc(C(=O)c3ccc(C)c4ccccc34)ccc21 | 41 | 9.2* | 6.1* | 2.4* | 32 | 1.5* | 37 | 74
NC(N)=NC(N)=Nc1ccc(Cl)cc1 | 90 | 112 | 111 | 114 | 93 | 111 | 111 | 116
O=C1NC(=O)C(Nc2ccc(Cl)c(Cl)c2)C(=O)N1 | x | 98 | 92 | 95 | 88 | 71 | 99 | 108
C[C@]12CC[C@H]3[C@@H](C[C@@H]4SC(c5ccc(F)cc5)=N[C@@]45CC(=O)CC[C@]35C)[C@@H]1CCC2=O | 112 | 103 | 102 | 107 | 108 | 104 | 97 | 106
NC(=O)NC(=O)CCl | 64 | 97 | 101 | 75 | 93 | 87 | 92 | 81
CCN(CC)CCOC(=O)C(O)(c1ccccc1)c1ccccc1 | 113 | 101 | 98 | 99 | 117 | 101 | 91 | 106
Cc1cc([Se][Se]c2cc(C)c(C)cc2[N+](=O)[O-])c([N+](=O)[O-])cc1C | x | x | 99 | 97 | x | 106 | 99 | 88
O=C1NC(=O)C(=Cc2ccncc2)C(=O)N1 | 98 | 96 | 103 | 100 | 100 | 96 | 103 | 116
CC1C=CCCC12C(=O)NC(=O)NC2=O (stereo not given) | x | 101 | 98 | 111 | 93 | 98 | 90 | x
C=C[Se]CC(=O)/C=C/c1ccccc1 | 104 | 13 | 32 | 73 | 70 | 92 | 93 | 97
C[C@]12CC[C@H]3[C@@H](C[C@@H]4SC(Nc5cccc(F)c5)=N[C@@]45CC(=O)CC[C@]35C)[C@@H]1CCC2=O | 69 | 20 | 35 | 45 | 46 | 38 | 73 | 23
C[N+]1(C)C2CCC1CC(OC(=O)C(CO)c1ccccc1)C2 (stereo not given) | 84 | 127 | 100 | 110 | 90 | 100 | 97 | 122
[N-]=[N+]=NC1=NS(=O)(=O)c2ccccc21 | 95 | 115 | 98 | 99 | 99 | 92 | 105 | 98
O=[N+]([O-])c1ccccc1-c1ccccc1 | 87 | 104 | 111 | 104 | 110 | 107 | 120 | 163
NC1Cc2ccccc2C1 | 91 | 95 | 93 | 99 | 106 | 95 | 93 | 93
CCOP(=O)(OCC)N(CCCSC/C=C(\C)CC/C=C(\C)CCC=C(C)C)CCCN1CCN(C)CC1 | 46 | 70 | 75 | 92 | x | 92 | 94 | 100
COC(=O)[C@@H](C)C[C@H](Cc1ccccc1)NC(=O)c1csc([C@@H](C[C@H](C(C)C)N(C)C(=O)[C@@H](NC(=O)[C@H]2CCCCN2C)C(C)C)OC(C)=O)n1 | -14* | 0.9* | 14 | -32* | 30 | 42 | 42 | 52
CO[C@H]1CC[C@@]2(C)C(=CC[C@@H]3[C@@H]2CC[C@]2(C)C(=O)C(=O)C[C@@H]32)C1 | 84 | 106 | 111 | 102 | 108 | 92 | 120 | 111
CC1=C(Cl)C(P2(=O)Oc3ccccc3-c3ccccc32)CP(=O)(c2ccccc2)C1 (stereo not given) | 91 | 103 | 89 | 104 | 100 | 86 | 92 | 97
O=P(O)(Oc1ccccc1)c1ccccc1 | 111 | 103 | 102 | 109 | 96 | 100 | 109 | 118
COc1cc2c(cc1OC)[C@@H]1N(CC2)C(=O)c2ccccc2[C@]1(C)C(=O)O | 113 | 108 | 104 | x | 100 | 94 | 105 | 89
O=C1CN=C(c2ccc(Cl)cc2)c2sccc2N1 | 97 | 106 | 101 | 110 | x | 92 | 119 | 97
C1CC[C@@H]2NCCC[C@H]2C1 | 97 | 95 | 95 | 90 | x | 104 | 96 | 103
Nc1ccc(CC2=NCCN2)cc1 | 99 | 121 | 90 | 99 | 118 | 98 | 100 | 111
N#[N+]c1cnc([O-])[nH]c1=O | x | 105 | x | 108 | 114 | 86 | 76 | 105
C[C@@H]1C[C@@]2(C)C(=CC1=O)CC[C@@H]1[C@@H]2[C@@H](O)C[C@@]2(C)[C@H]1CC[C@]2(C)O | 86 | 86 | 93 | 89 | 92 | 96 | 86 | 85
CC(=O)[C@H]1CC[C@H]2[C@@H]3CC[C@@H]4C[C@H](O)CC[C@]4(C)[C@H]3C(=O)C[C@]12C | 94 | 108 | 98 | 97 | 110 | 93 | 107 | x
Clc1cccc(Cl)c1C(Cl)Cl | 94 | 90 | 102 | 98 | x | 100 | 108 | 96
OCCN(CCO)C(Cc1ccccc1)c1ccccc1 (stereo not given) | 67 | 96 | 106 | 99 | 89 | 98 | x | 103
CC[N+](C)(CC)CCC(C(N)=O)(c1ccccc1)c1ccccc1 | 92 | x | 111 | 104 | 98 | 102 | 115 | 105
CC1(C)N=C(N)N=C(N)N1c1ccc(CCCC(=O)Nc2ccc(S(=O)(=O)F)cc2)cc1 | 82 | 106 | 90 | 54 | x | x | 73 | 70
C[C@H](c1ccccc1Cl)n1cc(C(N)=O)nn1 | 102 | 93 | 99 | 96 | 96 | 91 | 99 | 100
c1ccc(-c2ccc3ccccc3[o+]2)cc1 | 83 | 96 | 91 | 97 | 87 | 73 | 98 | 101
Cc1cccc(N)c1 | 313 | 95 | 113 | 98 | 92 | 88 | 139 | 104
COc1ccc(C2SCC(=O)Nc3c2c(C)nn3-c2nc3ccc(C)cc3s2)cc1O (stereo not given) | 29 | 38 | 29 | x | x | 40 | 70 | 43
Nc1cccc(Cl)c1 | 116 | 96 | 94 | 98 | 90 | 96 | 114 | 108
C#CCOC(=O)Cc1ccccc1 | 91 | 93 | 104 | 101 | 97 | 107 | 102 | 108
C=CCc1ccc2c(c1)OCO2 | 52 | 97 | 94 | 103 | 112 | 109 | 101 | 107
Nc1c(Br)cc2c3c(cccc13)-c1ccccc1-2 | 25 | 83 | 77 | 59 | 53 | 81 | 88 | x
CCCC[C@H](NC(=O)[C@H]1CCCN1C)C(=O)N(C)[C@H](C[C@@H](OC(C)=O)c1nc(C(=O)N[C@@H](Cc2ccccc2)C[C@H](C)C(=O)OCC)cs1)C(C)C | 7.2* | 22 | 8.2* | -12* | 41 | 43 | 46 | 50
Cc1ccc2nc(N)n(-c3ccccc3)c(=O)c2c1 | 100 | x | 101 | 95 | 73 | 96 | 108 | 102
COc1cccc(C2CCN(C)C2)c1 (stereo not given) | 88 | 103 | 96 | 101 | 109 | 108 | 92 | 94
CCOC(=O)C1=C(Nc2ccccc2)C(=O)OC12C(=O)Nc1ccccc12 (stereo not given) | 101 | 98 | 112 | 105 | 95 | 94 | 101 | 102
COc1ccc(C(=O)/C=C/c2sc(N(CCCl)CCCl)nc2Cl)cc1 | x | 90 | 90 | 94 | 97 | 70 | 95 | 108
C1CC2NCCC3NCCC(N1)N32 (stereo not given) | 100 | 98 | 97 | 109 | 88 | 105 | 98 | 105
CCCCCSC1C2C(=O)C(Br)=CC13CCNc1c(O)c4c5c(c13)=[N+]2CCC=5C=N4 (stereo not given) | -56* | -73* | -52* | -93* | -56* | -51* | -80* | -99*
CC12CCC3C(C=CC45CC(O)CCC34C5)C1CCC2OC1CCCCO1 (stereo not given) | 103 | 106 | 98 | 109 | x | 93 | 116 | 117
NC(N)=Nc1ccc(N)cc1 | 88 | 95&104 | 70&104 | 95&101 | 102&82 | 95&105 | 72&104 | 110
Nc1c(S(=O)(=O)O)cc(Nc2ccc(S(=O)(=O)O)c(Nc3nc(Cl)nc(Cl)n3)c2)c2c1C(=O)c1ccccc1C2=O | 111 | 81 | 96 | 88 | 104 | 95 | 101 | 125
c1ccc(CNC2CN3CCC2CC3)cc1 (stereo not given) | 86&103 | 105&92 | 109&107 | 101&95 | 105&105 | 107&104 | 114&114 | 120

The closing two entries of the part before are carried over, then new ones follow.
SMILES | HOP-92 | HOP-62 | A549/ATCC | M14 | EKVX | UACC-62 | UACC-257 | MALME-3M
Nc1c(S(=O)(=O)O)cc(Nc2ccc(S(=O)(=O)O)c(Nc3nc(Cl)nc(Cl)n3)c2)c2c1C(=O)c1ccccc1C2=O | 111 | 81 | 96 | 88 | 104 | 95 | 101 | 125
c1ccc(CNC2CN3CCC2CC3)cc1 (stereo not given) | 86&103 | 105&92 | 109&107 | 101&95 | 105&105 | 107&104 | 114&114 | 120
CCCCOP(=O)(CCCC)OCCCC | 92 | 94 | 93 | 106 | x | 103 | 95 | x
C[C@]1(O)CC[C@H]2[C@@H]3CCC4=CC(=O)C=C[C@]4(C)[C@@]3(Cl)[C@@H](Cl)C[C@@]21C | 103 | 95 | 91 | 89 | x | 109 | 117 | 80
C[C@H](OC(N)=O)[C@@H](O)c1ccccc1Cl | 75 | 97 | 97 | 91 | 104 | 99 | 99 | 95
O=C1NC(=O)C(Cc2ccccc2)(Cc2ccccc2)C(=O)N1 | x | 96 | 104 | 103 | 109 | 95 | 108 | x
CC(C)CCON=O | 74 | 101 | 94 | 111 | x | 114 | 88 | 88
CCOC1=CC(=O)O[C@]2(CC[C@@]3(C)[C@@H](CC[C@@H]4[C@@H]3CC[C@]3(C)[C@@H](OC(C)=O)CC[C@@H]43)C2)C1 | 84 | 71 | 78 | 68 | x | 67 | 74 | 55
COC(=O)C1=C(Nc2ccccc2)C(=O)OC12C(=O)Nc1ccc([N+](=O)[O-])cc12 (stereo not given) | 90 | 89 | 98 | 91 | 90 | 84 | 103 | 96
CC(NC(=O)CCl)C(=O)O (stereo not given) | 85 | 111 | 114 | 105 | 104 | 103 | 106 | 103
COC(=O)C12CC(NC(=O)c3csc([C@@H](C[C@H](C(C)C)N(C)C(=O)[C@@H](NC(=O)[C@H]4CCCCN4C)C4CC4)OC(C)=O)n3)(C1)C2 | 19 | 6.3* | 13 | 15 | 60 | 59 | 42 | 70

Copied from the list:
UACC-257 with CCC1(c2ccc(C)cc2)C(=O)NC(=S)NC1=O reads 105
UACC-257 with O=P(O)(Oc1ccccc1)c1ccccc1 reads 109
HOP-92 with C1CC2NCCC3NCCC(N1)N32 (stereo not given) reads 100

High-throughput results from PubChem.
